# Screening results from PubChem BioAssay.
# PLAP inhibition – inhibition of human placental alkaline phosphatase – biochemical, luminescence, HTS (AID 690); purified PLAP, luminescent substrate; higher % means a stronger effect; one-dose inhibition, % at 20 µM; IC50 in µM for titrated hits; actives 0.08% (n = 96,000); in the data active = a potency from the dose series; inactive = the rest, 99 in 100 with inhibition below about 30%; also: strong numbers were not always called active
# NFkB transloc inh – blocks IL-1B driven NFkB nuclear translocation in HUVEC cells. HUVEC IL-1B NFkB p65 nuclear translocation imaging. inhibition, % at 2 µM. actives 0.43% (n = 94,000). AID 796;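 active = inhibition above about 30% together with a positive call from visual inspection of the well image, limit read from the data; inconclusive = inhibition above a set limit but visual check negative; inactive = inhibition not above a set limit, visual check negative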;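 also: nuclear over cytoplasmic p65 intensity ratio measured by imaging; 0% = IL-1B stimulated DMSO wells and 100% = unstimulated DMSO wells; values of inactives mirror those of a sister screen read the other way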
# Bcl-B displacement – displacers of TR3 peptide from Bcl-B, primary screen, selectivity assay for Bfl-1 inhibitor project, biochemical, fluorescence polarization; FP displacement of FITC-TR3 peptide from Bcl-B; higher % means a stronger effect; displacement, % at 20 µM; hits with a dose series show IC50 in µM; actives 0.11% (n = 96,000); AID 748;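 active = displacement above 50% at 20 µM plus a fluorescence interference ratio under 1.5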;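 also: plate controls were wells without compound for no effect and wells lacking Bcl-B protein for full effect; a part of the inactive calls stands beside numbers as strong as those of hits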
# IL1B NFkB pot – enhances IL-1B driven NFkB nuclear translocation | activation, % at 2 µM | HUVEC IL-1B NFkB p65 nuclear translocation imaging | AID 819 | actives 0.3% (n = 94,000);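 active = activation above 40%, about the mean plus 3 SD, also judged a hit on visual image review; inconclusive = activation above 40% but not a hit on visual review; inactive = activation not above 40% and no visual hit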;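 also: percent activation is computed from the nuclear over cytoplasmic p65 intensity ratio; values of inactives mirror those of a sister screen read the other way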
# MRP resist rev – MRP-mediated drug resistance reversal | H69AR cells + 2 uM doxorubicin, CellTiter-Glo, 72 h | differential viability (reversal), % at 10 µM | actives 0.04% (n = 85,000) | AID 602;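 active = viability drop by adding the cancer drug above about 55%, with treated viability meeting a 40% cutoff, limit read from the data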;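 also: viability without doxorubicin minus viability with 2 µM doxorubicin for each compound; larger differential means the compound sensitizes cells more to doxorubicin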
# MRP resist rev cytotoxicity – also measured in MRP resist rev; calls as there; viability, %; H69AR cells, CellTiter-Glo, 72 h; measured here: cytotoxicity without doxorubicin
# MRP resist rev with doxorubicin – recorded beside MRP resist rev, whose call it bears; viability, %; measured here: viability with 2 uM doxorubicin; active compounds read low
# NFkB transloc inh cell count 2 µM – second read-out of NFkB transloc inh, no call of its own (marks repeat the call); cell count; measured here: cells passing quality filter;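 raw number of nuclei counted in each imaged well without normalization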
# IL1B NFkB pot cell count 2 µM – recorded beside IL1B NFkB pot, whose call it bears; cell count; measured here: cells passing quality filter
# * hit, by the source's call; ? = inconclusive; · = not tested or not shown. An excerpt, so the mix of outcomes need not match the whole.
SMILES,PLAP inhibition,NFkB transloc inh,NFkB transloc inh cell count 2 µM,Bcl-B displacement,IL1B NFkB pot,IL1B NFkB pot cell count 2 µM,MRP resist rev,MRP resist rev cytotoxicity,MRP resist rev with doxorubicin
COc1cc(/C=N/NC(N)=S)ccc1OCC(=O)Nc1ccc(C)cc1,14%,4,122,1%,-4,122,·,·,·
O=C(CCCCCCN1C(=O)c2ccccc2C1=O)N1CCC(c2ccccc2)C1 (configuration not stated),·,-11,112,·,11,112,-12,69,81
CCCN1C(=O)SC(CC(=O)Nc2cccc3ccccc23)C1=O (configuration not stated),·,-13,115,·,13,115,16,120,104
CN1CCN(c2nc3c(c(=O)[nH]c(=O)n3C)n2CCSc2ncccn2)CC1,2%,·,·,12%,·,·,5,86,82
Cc1ccc2[nH]c(=O)c(-c3nc4ccccn4c3NCc3ccco3)cc2c1,-5%,-8,94,33%,8,94,8,61,53
Cc1ccc(SCc2[nH]nc3c2C(c2ccco2)C(C#N)=C(N)O3)cc1 (configuration not stated),13%,·,·,-12%,·,·,15,93,78
CCOc1ccc(-c2n[nH]c(C)c2Oc2ccc(OC)cc2)c(O)c1,-218%,-29,130,-6%,29,130,-15,72,87
Cc1ccc(N2CC(C(=O)Nc3ccc(N(C)C)cc3)CC2=O)cc1C (configuration not stated),·,-77,128,-11%,?,·,3,82,78
S=C(NC1CCCCC1)N(CCc1nc2ccccc2[nH]1)C1CCCC1,·,1,164,·,-1,164,-11,45,56
CC(=O)c1ccc(NC(=O)CN2C(=O)COc3ccc(Cl)cc32)cc1,-4%,10,168,-3%,-10,168,12,114,102
Cc1c(C)n(CC(O)CN2CCCCCC2)c2ccccc12 (configuration not stated),-37%,-12,202,-3%,12,202,11,89,78
Cc1cc(-c2ccc(Cl)cc2)c(C#N)c(N)n1,7%,-11,200,-89%,11,200,2,98,96
C=CCn1c(SCC(=O)c2c(N)n(C)c(=O)n(C)c2=O)nc2sc(CC)cc2c1=O,14%,5,142,0%,-5,142,·,·,·
COc1ccccc1-c1ccc(=O)n(CC(=O)NC(C)(C)C)n1,0%,-23,178,6%,23,178,5,106,101
Cc1nn(C)c(C)c1S(=O)(=O)N(CC(=O)NCCCOC(C)C)c1ccc(C(C)C)cc1,-34%,-12,100,-4%,12,100,4,71,66
CCOC(=O)C(NS(=O)(=O)c1ccccc1)(C(F)(F)F)P(=O)(OCC(C)C)OCC(C)C (configuration not stated),-49%,-13,154,-10%,13,154,·,·,·
COC(=O)c1cc(NC(=O)CC2NC3CCCCC3NC2=O)cc(C(=O)OC)c1 (configuration not stated),-15%,1,119,-2%,-1,119,7,96,89
CCOc1ccc(C(=O)CCN2CCCCCC2)cc1,-17%,0,188,0%,0,188,-7,77,84
CC1(C)CC(NC(=O)CC(c2ccccc2)c2ccccc2)CC(C)(C)N1,26%,14,147,-5%,-14,147,-11,80,91
CC(C)(C)c1ccc(C(=O)c2c[nH]c(C(=O)NCc3cccs3)c2)cc1,13%,-6,132,2%,5,132,·,·,·
CCOC(=O)C1=C(CNCc2ccc(C)cc2)NC(=O)NC1c1cc(C)ccc1C (configuration not stated),-61%,2,115,2%,-2,115,23,104,80
CCC(C)NC(=O)CSc1nc2c(sc(=S)n2Cc2ccco2)c(=O)n1-c1ccccc1 (configuration not stated),6%,-22,196,-6%,22,196,-2,32,34
CCOC(=O)c1c(N)sc2c(OC)c(Br)ccc12,-7%,-22,145,-4%,22,145,11,78,67
C/C(Cn1nnc([N+](=O)[O-])n1)=N\NC(=O)c1ccccc1Cl,2%,-21,167,-1%,21,167,·,·,·
CCCC(=O)c1c[nH]c(C(=O)NCCc2ccccn2)c1,3%,-1,146,0%,1,146,·,·,·
CC(C)[C@@H](C(=O)OCC(=O)Nc1ccc2c(c1)OCO2)N1C(=O)c2ccccc2C1=O,24%,-10,181,2%,10,181,·,·,·
O=C(Nc1cccc(-c2cn3ccsc3n2)c1)c1ccccc1,-40%,-27,140,-43%,27,140,-20,68,88
O=C1CCCc2nc(NCc3ccco3)ncc21,11%,9,140,0%,-9,140,·,·,·
C=CCC(C)(NCc1ccccc1)c1ccco1 (configuration not stated),-11%,6,153,-9%,-6,153,0,94,94
Cc1ccc(CNC(=O)c2cc3c(-c4ccc(Cl)cc4)nn(C)c3s2)o1,-47%,-15,203,-4%,15,203,4,70,66
O=C1C2C3C=CC([C@@H]2C(=O)N1c1nccs1)C31CC1 (some centres not stated),10%,-2,171,4%,2,171,9,105,96
CC(C)N(Cc1nc(-c2ccc(Cl)cc2)no1)C(=O)c1cccs1,4%,3,182,4%,-3,182,23,104,82
CCOC(=O)c1c(N)ssc1=S,-36%,·,·,-3%,·,·,15,106,91
Cc1ccc(S(=O)(=O)NCc2ccco2)cc1C,24%,·,·,-2%,·,·,-2,96,98
C=CCn1c(COc2ccc(F)cc2)nnc1SCC(=O)NC(=O)NCc1ccco1,-38%,·,·,5%,·,·,-22,75,97
O=C(C(Cc1ccccc1)n1cccc1)N1CCN(c2cccc(Cl)c2)CC1 (configuration not stated),-10%,4,143,1%,-4,143,-14,61,75
O=C(NCC1CCCCC1)C1CCN(C(=O)NC2CCCCC2)CC1,-1%,3,162,-9%,-3,162,8,97,89
COc1cccc(N=c2oc3c(C)ncc(CO)c3cc2C(=O)Nc2ccccc2OC)c1,20%,2,144,3%,-2,144,·,·,·
CC1Oc2ccccc2N(CC(=O)N2CCc3ccccc32)C1=O (configuration not stated),0%,-3,155,-5%,3,155,·,·,·
COc1ccc(NS(=O)(=O)c2ccc(SC)cc2)cc1,-30%,11,127,-1%,-11,127,-3,90,93
O=C(CCCOc1ccccc1)Nc1ccc2c(c1)OCCO2,18%,-5,144,3%,5,144,-9,83,92
CCN(CCCNC(=O)CCn1c(=O)[nH]c2ccccc2c1=O)c1cccc(C)c1,7%,-3,76,4%,3,76,19,96,77
COc1ccc(-n2nc3cc(C)c(NC(=O)CC(C)C)cc3n2)cc1,21%,·,·,3%,·,·,-2,101,102
O=C(NCCN1CCN(c2ccccc2)CC1)c1cccc(Br)c1,-4%,-10,193,13%,11,193,-9,78,87
Cc1ccc(NC2SC(=O)N(CC(=O)O)C2=O)cc1 (configuration not stated),-23%,25,165,-4%,-25,165,12,112,100
O=C(NCCN1CCCC1)c1ccc(Cn2c(=S)[nH]c3cc4c(cc3c2=O)OCO4)cc1,-34%,10,80,32%,-10,80,-10,72,82
Cc1cc(Nc2ccccc2)nn1C(=O)c1ccccc1,7%,11,188,18%,-11,188,18,91,73
COC(=O)C1CCN(C(=O)c2ccc(SC)cc2OC)CC1,-13%,-8,113,5%,8,113,20,103,83
C1CCC(CNc2c3c(nc4nnnn24)CCCC3)CC1,12%,·,·,-7%,·,·,1,98,97
COc1ccccc1NC(=O)CN1CCC(n2nnc3cc(F)ccc32)CC1,-48%,4,110,-11%,-4,110,-2,92,94
O=C(O)c1ccc(COCC(F)(F)C(F)F)o1,0%,-21,175,12%,21,175,·,·,·
Cc1csc(-c2cnn(-c3ccccc3)c2NC(=O)c2cccc(F)c2)n1,-34%,2,143,-23%,-2,143,-1,79,80
CCNC(=O)N1C(=O)C2(OCCO2)c2cc(Br)ccc21,-4%,-6,89,1%,6,89,-6,83,89
CN(C)N1C(N)=C(C#N)C(c2cccnc2)C2=C1CC(C)(C)CC2=O (configuration not stated),4%,4,166,-6%,-4,166,·,·,·
O=c1ccccn1Cc1c(Cl)cccc1Cl,16%,3,166,-3%,-3,166,-23,96,119
CCOCc1nnc(NC(=O)CSCc2ccccc2)s1,-33%,5,209,3%,-5,209,9,102,93
CC(C)(C)C(=O)NC1CCN(S(=O)(=O)c2cccc(C(F)(F)F)c2)CC1,-27%,·,·,-16%,·,·,-5,96,101
COc1cc(C(=O)Nc2cccc(-c3nc4cc(C)cc(C)c4o3)c2)cc(OC)c1OC,11%,3,81,-21%,-3,81,·,·,·
N#Cc1c(/N=C/c2ccccc2)oc(-c2ccccc2)c1-c1ccccc1,·,-9,112,·,9,112,29,85,56
COc1ccc(Cc2nnc(N)s2)cc1OC,·,-9,89,·,9,89,-1,97,98
# Remaining list, next part.
SMILES,PLAP inhibition,NFkB transloc inh,NFkB transloc inh cell count 2 µM,Bcl-B displacement,IL1B NFkB pot,IL1B NFkB pot cell count 2 µM,MRP resist rev,MRP resist rev cytotoxicity,MRP resist rev with doxorubicin
COC(=O)c1c(NC(=O)CSc2nnnn2C)sc(C)c1C,-19%,12,149,-6%,-12,149,8,84,76
CSc1nnc(NC(=O)c2cc3ccccc3oc2=O)s1,16%,1,192,6%,-1,192,-2,90,93
NC(=O)C(c1ncc(C(F)(F)F)cc1Cl)c1c(Cl)cccc1Cl (configuration not stated),-17%,8,135,3%,-8,135,·,·,·
COC(=O)c1ccccc1COn1c(=O)c[n+]([O-])c2ccccc21,·,-2,136,·,2,136,-2,81,82
CCOc1ccc(-c2nnc(N3CCCCC3)c3ccccc23)cc1,-3%,-4,180,-11%,4,180,·,·,·
O=C(NCc1ccccc1)NS(=O)(=O)c1ccccc1Cl,-3%,·,·,-6%,·,·,·,·,·
Cc1cc(C(=O)Nc2c(C)nn(Cc3ccccc3)c2C)on1,3%,7,171,2%,-7,171,2,96,93
Nc1nc(Nc2ccccc2Br)nc(C(F)(F)F)n1,7%,·,·,3%,·,·,5,101,96
CCc1cc(C(=O)Cc2nc3ccccc3[nH]2)c(O)cc1O,-129%,-5,103,4%,5,103,-3,72,75
CCCCOC(=O)CSC1=C(C#N)C(c2ccccc2OCC)C(C#N)C(=O)N1 (configuration not stated),-11%,-10,121,25%,10,121,5,101,96
CCCCCc1c(C)c(C#N)c2nc3ccccc3n2c1-n1ccnc1C,-3%,-6,93,21%,6,93,·,·,·
COc1cccc(C2C(C(=O)Nc3nc4ccccc4s3)=C(C)NC3=C2C(=O)CC(C)(C)C3)c1OC (configuration not stated),3%,-6,120,3%,6,120,·,·,·
CCN(c1ccc(OC)cc1)S(=O)(=O)c1ccc2c(c1)CCN2C(=O)CCC(=O)O,-35%,-4,152,-5%,4,152,·,·,·
COc1ccccc1NC(=O)Cc1csc(N)n1,13%,10,179,-2%,-9,179,14,90,76
Cc1ccc(C)c(/C(O)=C2/C(=O)C(=O)N(CCN3CCOCC3)C2c2ccc(C)o2)c1 (configuration not stated),-14%,-107,98,0%,107*,98*,·,·,·
CCC1CC(C)(C(=O)Nc2ccc(S(N)(=O)=O)cc2)OC1=O (configuration not stated),-6%,-1,151,12%,1,151,0,92,92
CCOc1ccc(-n2c(C)nc3cc(C(=O)NCCCN4CCOCC4)ccc32)cc1,-37%,8,111,-3%,-8,111,9,85,76
O=C(c1ccc(F)cc1)C(CCCCCC(CN1CCOCC1)C(=O)c1ccc(F)cc1)CN1CCOCC1 (configuration not stated),-52%,-10,157,5%,10,157,15,23,8
COc1ccc(CCn2c(-n3nc(C)cc3C)nc3c2c(=O)[nH]c(=O)n3C)cc1,·,-18,162,·,18,162,·,·,·

# Rewritten with values under each structure: 3 of the compounds above.
# Each structure is followed by: PLAP inhibition, NFkB transloc inh, NFkB transloc inh cell count 2 µM, Bcl-B displacement, IL1B NFkB pot, IL1B NFkB pot cell count 2 µM, MRP resist rev, MRP resist rev cytotoxicity, MRP resist rev with doxorubicin
CCC1CC(C)(C(=O)Nc2ccc(S(N)(=O)=O)cc2)OC1=O (configuration not stated)
 : -6%, -1, 151, 12%, 1, 151, 0, 92, 92
CCOc1ccc(-n2c(C)nc3cc(C(=O)NCCCN4CCOCC4)ccc32)cc1
 : -37%, 8, 111, -3%, -8, 111, 9, 85, 76
O=C(c1ccc(F)cc1)C(CCCCCC(CN1CCOCC1)C(=O)c1ccc(F)cc1)CN1CCOCC1 (configuration not stated)
 : -52%, -10, 157, 5%, 10, 157, 15, 23, 8
